FEN1 inh: blocks human flap endonuclease 1 | Potency, µM (titrated, usually from 114 µM), inactives show at the top dose activity change, negative = inhibition, actives largely listed as inhibitors | Recombinant FEN1 flap cleavage, fluorescence, 15 min | 390,000 compounds, 0.35% hits | P39748; note: nearly all actives have a fitted effect of over 65% in size
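Read-out was taken twice, immediately and after 15 min, following addition of 50 nM substrate to 10 nM FEN1 that had sat with test compound for 15 min at room temperature. Curves came from a four-parameter Hill model.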
N370S GC: N370S glucocerebrosidase modulation, Gaucher chaperone candidate | P04062 | N370S GC spleen homogenate, 4MU-glucoside fluorescence | Potency, µM (top dose mostly 59.4 µM), for the others: top-dose activity change, negative = inhibition, hits mostly inhibitors | 330,000 compounds, 0.092% hits;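 note: 0% = full enzyme activity and -100% = no enzyme basal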
KAT2A inh: blocks human GCN5L2 histone acetyltransferase; 390,000 compounds, 0.21% hits; Q92830; AID 504327; GCN5L2 HAT assay, ThioGlo1 CoA-SH fluorescence; Potency, µM (doses to about 58.9 µM), without a hit: at the highest dose activity change, negative = inhibition, actives largely listed as inhibitors
Target sequence (Q92830 whole entry, looked up): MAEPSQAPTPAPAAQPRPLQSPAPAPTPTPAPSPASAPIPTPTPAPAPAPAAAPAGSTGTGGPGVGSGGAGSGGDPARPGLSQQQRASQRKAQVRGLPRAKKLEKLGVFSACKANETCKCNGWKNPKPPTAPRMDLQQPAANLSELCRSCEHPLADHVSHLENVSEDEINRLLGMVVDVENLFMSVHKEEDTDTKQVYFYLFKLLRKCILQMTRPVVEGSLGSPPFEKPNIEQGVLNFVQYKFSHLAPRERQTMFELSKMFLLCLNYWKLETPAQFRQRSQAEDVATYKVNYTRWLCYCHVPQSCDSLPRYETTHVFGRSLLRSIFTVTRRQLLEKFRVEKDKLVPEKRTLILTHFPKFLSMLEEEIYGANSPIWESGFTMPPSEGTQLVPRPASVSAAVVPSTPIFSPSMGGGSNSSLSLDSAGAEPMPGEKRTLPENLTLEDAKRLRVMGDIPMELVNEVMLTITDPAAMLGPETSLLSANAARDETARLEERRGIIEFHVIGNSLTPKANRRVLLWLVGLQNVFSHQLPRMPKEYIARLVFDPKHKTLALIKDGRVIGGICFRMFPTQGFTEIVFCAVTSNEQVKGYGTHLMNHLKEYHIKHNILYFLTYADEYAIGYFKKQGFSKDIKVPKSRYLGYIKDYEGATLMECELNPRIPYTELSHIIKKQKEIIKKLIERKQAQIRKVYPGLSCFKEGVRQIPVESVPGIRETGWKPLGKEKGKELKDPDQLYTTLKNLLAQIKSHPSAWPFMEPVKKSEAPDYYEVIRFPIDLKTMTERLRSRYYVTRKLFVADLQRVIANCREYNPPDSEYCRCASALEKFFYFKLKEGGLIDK
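Free CoA generated was detected with ThioGlo1 (50uM) fluorescence at Ex340nm/Em540nm, read immediately and after 20 min at room temperature. Enzyme, 20 nM in HEPES pH 7.5 buffer, saw compounds 15 min before adding 75uM H3(1-25) peptide and 70uM acetyl-CoA.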
* marks the source's active call; other numbers are inactive results; ? = inconclusive; · = no result given; & = joins results of further samples; [ ] = another dose, or the depositor's remark. Calls come from the whole dose curve; as a rule, active = well fitted curve in the direction sought with a large enough effect; inconclusive = small, poorly fitted or top-dose-only effect, or another doubt; inactive = no such curve, though single readings can be large; an effect the other way counts as inactive or inconclusive. Unless noted, % is set by controls: 0 for no effect and ±100 for the full control effect; potency is the fitted concentration of half-maximal effect. This is a subset; count on the stated rates, not on these rows.

nr	molecule	FEN1 inh	N370S GC	KAT2A inh
1	COc1cc(OC)cc(N(C(=O)C2COc3ccccc3O2)C(C(=O)NC2CCCCC2)c2ccc(O)cc2)c1 (stereo not drawn)	-10%	-3%	-3%
2	O=C(CSc1nc2ccccc2c(=O)n1-c1ccccc1)N1CCc2ccccc21	-2%	-2%	-19%
3	O=S(=O)(c1cccc(NC(=S)Nc2ccc(Br)cc2Cl)c1)N1CCOCC1	14%	-7%	-2%
4	Cc1ccc(NC(=O)c2cccnc2)cc1C	20%	-1%	-7%
5	Cc1c(Cc2ccc3c(c2)OCO3)sc(NC(=O)C(C)(C)C)c1C#N	0%	20%	-5%
6	CCCCN(CC)C(=O)c1n[nH]c(=O)c2ccccc12	-2%	5%	-6%
7	O=C(N1CCOCC1)n1cnc2ccccc21	-1%	9%	-1%
8	COc1cc(C)c(S(=O)(=O)NOCc2ccc([N+](=O)[O-])cc2)c(C)c1C	-2%	-14%	1%
9	Clc1cccc(Oc2cnns2)c1Cl	7%	8%	?
10	CCN(CC)CCCN(Cc1cc2cc3c(cc2[nH]c1=O)OCO3)C(=S)Nc1ccc(OC)cc1	-10%	-8%	2%
11	CC(=O)Nc1ccc(NS(=O)(=O)c2ccc(Cl)c(C(=O)O)c2)cc1	0%	-4%	-1%
12	CCc1ccc(NCc2cc3cc4c(cc3n(CC(=O)Nc3cccc(OC)c3)c2=O)OCO4)cc1	-17%	·	-12%
13	Clc1ccc(Cl)c(-c2nn3c(COc4ccccc4)nnc3s2)c1	14%	5%	-23%
14	Cc1ccccc1Cc1c(C)nc2c(C(=O)NCc3ccco3)cnn2c1C	-18%	21%	-8%
15	CCOc1cccc(C(=O)N2CCCN(C)CC2)c1	-2%	-3%	-5%
16	CCOC(=O)CNC(=O)C1c2ccccc2C(=O)N(c2ccc(OC)cc2)C1c1ccc(OC)cc1 (stereo not drawn)	-10%	·	0%
17	Cc1ccc(C)c(NC(=O)Cn2ccn(-c3ccc4c(c3)OCO4)c(=O)c2=O)c1	9%	-1%	-2%
18	Cc1cc2c3c(c1)C1(SCC(=O)N1c1ccc(F)cc1)C(=O)N3C(C)(C)CC2C (stereo not drawn)	-2%	0%	-12%
19	O=C(COC(=O)C(Cc1ccccc1)NC(=O)c1cccs1)NCc1ccccc1 (stereo not drawn)	11%	·	-4%
20	O=S(=O)(c1ccc(F)cc1)N1CCN(CCc2ccccc2)CC1	2%	-14%	0%
21	COc1ccc(OC)c(-n2cnc3cc(C(=O)O)ccc32)c1	-9%	-13%	2%
22	COC(=O)c1ccc(Cn2nc(-c3ccccc3)ccc2=O)cc1	-7%	-2%	-22%
23	COc1cccc(-c2sc3ccc(OC)cc3c2-c2ccc(C(N)=O)cc2)c1	-12%	·	-5%
24	COC(=O)C1=CN(CC2CCCO2)C=C(C(=O)OC)C1c1ccsc1 (stereo not drawn)	-2%	?	-25%

Part of the list above, limited to KAT2A inh.
item	SMILES	KAT2A inh
20	O=S(=O)(c1ccc(F)cc1)N1CCN(CCc2ccccc2)CC1	0%
21	COc1ccc(OC)c(-n2cnc3cc(C(=O)O)ccc32)c1	2%

(cont.)
nr	molecule	FEN1 inh	N370S GC	KAT2A inh
25	Cc1ccc(-c2nc3ncccc3o2)cc1NC(=O)c1ccc(-c2ccc(Cl)cc2)o1	-6%	·	-2%
26	Cc1ccc2nc(NC(=O)c3cc(-c4ccco4)nc4ccccc34)sc2c1	-5%	-3%	?
27	COc1ccc(-c2cccc(NS(=O)(=O)c3cccs3)c2)nn1	-9%	·	1%
28	O=C(Cc1ccc(Cl)cc1Cl)NCC1(N2CCOCC2)CCCCC1	19%	18%	-1%
29	O=C(NC1CCCCCC1)C1CCN(S(=O)(=O)c2ccccc2)CC1	-1%	9%	2%
30	O=C(O)c1cccc(-n2nnnc2SCc2ccccn2)c1	16%	4%	3%
31	Clc1cccc(N2CCN(c3ncnc4c3nc3n4CCCCC3)CC2)c1	-9%	·	-12%
32	COc1ccc(C2CC(c3ccccc3)=NN2C(=O)CCCC(=O)O)cc1 (stereo not drawn)	21%	1%	-12%
33	Cc1oc(-c2cccs2)nc1CSCC(=O)NC1CC1	-1%	2%	-24%
34	O=C(OCc1ccc([N+](=O)[O-])cc1)C1CC(=O)N(Cc2ccccc2)C1 (stereo not drawn)	-4%	·	-2%
35	Cc1cc(C(=O)Cn2ncc(Cl)c(Cl)c2=O)c(C)n1CC(F)(F)F	-4%	2%	61%[activator]
36	Cc1cc(C)cc(NC(=O)c2cc(S(=O)(=O)NCc3ccco3)ccc2F)c1	3%	0%	-11%

Entries 25 to 28, reprinted for reference:
nr	molecule	FEN1 inh	N370S GC	KAT2A inh
25	Cc1ccc(-c2nc3ncccc3o2)cc1NC(=O)c1ccc(-c2ccc(Cl)cc2)o1	-6%	·	-2%
26	Cc1ccc2nc(NC(=O)c3cc(-c4ccco4)nc4ccccc34)sc2c1	-5%	-3%	?
27	COc1ccc(-c2cccc(NS(=O)(=O)c3cccs3)c2)nn1	-9%	·	1%
28	O=C(Cc1ccc(Cl)cc1Cl)NCC1(N2CCOCC2)CCCCC1	19%	18%	-1%

Remaining list, next part:
nr	molecule	FEN1 inh	N370S GC	KAT2A inh
37	CSc1ccccc1C(=O)NCC(c1ccco1)N1CCCCC1 (stereo not drawn)	7%	4%	-5%
38	S=C(NCC(c1cccnc1)N1CCOCC1)NC1CCCCC1 (stereo not drawn)	-3%	-4%	-1%
39	COc1ccc(S(=O)(=O)n2c([N+](=O)[O-])cnc2C)c(C)c1C	-2%	-2%	-1%
40	O=C(CSc1nncn1-c1ccccc1)NC1CCCc2ccccc21 (stereo not drawn)	-3%	-20%	-4%
41	CN(C(=O)c1cccc(NC(=O)Cc2cccc([N+](=O)[O-])c2)c1)C1CCCC1	-18%	·	1%
42	COc1ccc(Cc2nc(-c3ccc(Br)cc3)no2)cc1	-15%	-3%	-5%
43	O=c1oc2ccc(Br)cc2cc1-c1csc(-c2ccccc2)n1	22%	·	-3%
44	COc1cc(C(C2=C(O)CC(C)(C)CC2=O)C2C(=O)CC(C)(C)CC2=O)cc(OC)c1OC (stereo not drawn)	0%	4%	0%
45	CCN(CC)S(=O)(=O)c1cccc(C(=O)NC(Cc2c[nH]c3ccccc23)c2nnc3n2CCCCC3)c1 (stereo not drawn)	1%	5%	-16%
46	O=S(=O)([N-]c1nc2ccccc2nc1-[n+]1ccc(Cc2ccccc2)cc1)c1ccc(Br)s1	2%	6%	-2%
47	O=C(O)CCC(=O)NCc1ccc(F)cc1	-11%	3%	3%
48	CCCN(CC(=O)Nc1ccccc1C)C(=O)CCCc1c[nH]c2ccccc12	6%	·	3%
49	Cc1ccc(-c2nc(C(Cl)Cl)c3ccccc3n2)cc1	-18%	6%	-15%
50	CCCCn1c(N)c(N(CCOC)C(=O)CSc2n[nH]c(-c3ccc(OC)cc3)n2)c(=O)[nH]c1=O	0%	6%	-1%
51	COc1ccc(OC)c(NC(=O)CCC(=O)Nc2nnc(C(C)C)s2)c1	0%	-12%	-9%
52	COc1cc(C(=O)Nc2cc3c(cc2N2CCCCC2)n(C)c(=O)n3C)cc(OC)c1OC	-10%	13%	-6%
53	O=S(=O)(c1ccc2ccccc2c1)N1CCN(C2Cc3ccccc3C2)CC1	-1%	-4%	2%
54	Cc1ccc(-c2c3c(=O)n(C)c(=O)n(C)c3c3c(-c4cccc(C)c4)nc4ccccc4n23)cc1	10%	·	0%
55	Cc1ccc(Nc2ncnc3c2cnn3C)cc1	18%	5%	-1%
56	Cc1c(Cl)c([N+](=O)[O-])nn1Cc1ccc(C(=O)N/N=C\c2ccccn2)o1	-6%	3%	-1%
57	COc1cccc2sc(N(C)c3ccccc3)nc12	-17%	5%	-10%
58	Cn1nc(-c2ccccc2)c(CSc2ccccc2)c1Cl	-23%	-27%	-6%
59	COc1ccc(C(=O)CSc2nnc(CCc3ccccc3)n2-c2ccccc2)cc1	-9%	10%	-17%
60	O=C(CSc1n[nH]c(-c2ccncc2)n1)Nc1ccc(Cl)cc1	12%	-9%	0%
61	OCCNCCSc1ccc(Cl)cc1	4%	-11%	-7%
62	Cc1ccc(SCC(=O)NC2CC2)cc1	8%	1%	-3%
63	COc1cccc(CNC(=O)CCC2CCCN(C(=O)c3ccc(C)nc3)C2)c1 (stereo not drawn)	21%	-14%	-24%
64	CC(C)OCC(O)CN1CCNCC1 (stereo not drawn)	-5%	1%	-11%
65	CCC(=O)Nc1ccc(Br)c(Cl)c1	-2%	11%	4%
66	CCCCN(CC)C(=O)Cc1cn(C)c2ccccc12	-4%	14%	-2%[0.501 µM]
67	O=C(CCn1c(=S)oc2ccccc21)N1CCN(c2ccc(F)cc2)CC1	-15%	10%	0%
68	Cc1ccc2cc(C#N)c(NCCNC(=S)NCCCN(C)C)nc2c1C	-20%	-30%	-18%
69	O=C(O)C1CCCN(S(=O)(=O)c2ccc3c(c2)OCCO3)C1 (stereo not drawn)	12%	-7%	2%
70	COc1cc(Cl)c(C)cc1Nc1nc2ccccc2nc1NS(=O)(=O)c1ccccc1	-5%	·	-4%
71	Cc1ccc(C)c(OCc2ccc(C(=O)Nc3ccc([N+](=O)[O-])cn3)o2)c1	-19%	·	-2%
72	Cc1cccc(N/C=C(\[N+](=O)[O-])S(=O)(=O)c2ccccc2)c1C	5%	-1%	-7%
73	CCCCNC(=O)Cn1c(=O)cc(C)c2c(C)nn(-c3ccc(CC)cc3)c21	20%	·	-6%
74	COc1ccc(NCc2cc3cc4c(cc3n(CC(=O)Nc3ccc(C)cc3)c2=O)OCO4)cc1	4%	·	-8%
75	COc1cccc(CN2CCNC(=O)C2CC(=O)NCCOc2cccnc2)c1 (stereo not drawn)	-3%	13%	2%
76	Cc1ccc(-n2nc3c(N4CCC(C(=O)N5CCCCCC5)CC4)nnc(C)c3c2C)cc1	24%	-4%	-5%
77	Oc1cc(Nc2ccccc2)cc2cccnc12	0%	·	-9%&0%
78	COc1cc(/C=C(\NC(=O)c2ccccc2)C(=O)NCCO)c([N+](=O)[O-])cc1OC	-8%	-24%	-3%
79	CC1CCN(Cc2c(O)ccc3c(=O)c(Oc4ccccc4Cl)c(C(F)(F)F)oc23)CC1	15%	·	0%
80	O=C(CSc1ncccn1)NC1CCS(=O)(=O)C1 (stereo not drawn)	-10%	-16%	-1%
81	N#C/C(=C\c1cccc(NC(=O)c2ccccc2Cl)c1)C(=O)NCCc1ccccc1	0%	-3%	-22%
82	CCN(CC)S(=O)(=O)c1ccc(OCC(=O)NC(=O)c2ccccc2OC)c([N+](=O)[O-])c1	5%	-3%	-10%
83	Cc1cccc(C(=O)Nc2cc3c(cc2N2CCCCC2)n(C)c(=O)n3C)c1	35%	·	-2%
84	COc1cccc(C(=O)Nc2cccc(C(=O)NCC(C)C)c2)c1	10%	-8%	0%
85	COc1cc2c(cc1OC)CN(C1CCC(C)CC1)CC2 (stereo not drawn)	3%	-7%	1%
86	CC(/C=C/c1ccc(N(C)C)cc1)=N/N=C1/NC(=O)CC(C(=O)Nc2ccc(Cl)cc2)S1 (stereo not drawn)	-8%	9%	-9%
87	CC(=O)Nc1ccccc1C(=O)C(=O)Nc1cccc(Br)c1	-3%	6%	-7%
88	COc1cc(CN(C(=O)c2ccc(Cl)cc2)C2CCS(=O)(=O)C2)cc(OC)c1OC (stereo not drawn)	3%	·	-2%
89	COc1cc(C(=O)NC2CCCc3ccccc32)ccc1OCC(=O)Nc1ccc(F)cc1 (stereo not drawn)	0%	14%	1%
90	COC(C(=O)Nc1ccc(F)cc1)c1ccccc1 (stereo not drawn)	0%	10%	-6%
91	CCOC(=O)C(NC(=O)c1ccc(F)cc1)(Nc1nnc(C)s1)C(F)(F)F (stereo not drawn)	-9%	5%	-1%
92	COc1ccccc1N1CCN(C(=O)c2cn(C)c3ccc(S(=O)(=O)N4CCOCC4)cc3c2=O)CC1	-10%&-9%	-1%	-2%&-3%
93	Cc1ccc(C(C)C)c(OCC(=O)Nc2ccc(N3CCN(S(C)(=O)=O)CC3)cc2)c1	6%	17%	-1%
94	COc1cc(/C=C/C(=O)OCC(=O)c2ccccc2)cc(OC)c1OC	-19%	·	-10%
95	CC(C)CC(=O)Nc1ccc2c3c(cccc13)CC2	6%	3%	3%
96	COc1ccc(NC(=O)c2c(C)oc3ccc(O)c(CN4CCC(C)CC4)c23)cc1	-2%	·	-1%
97	Cc1ccccc1OCCNC(=O)c1ccccc1Sc1ccccc1C#N	-16%	12%	-2%
98	CCc1cc2c3c(c1)C1(C(=O)N3C(C)(C)CC2C)C(C#N)=C(N)N2C(=C1C#N)Nc1ccccc12 (stereo not drawn)	-17%	-9%	3%
99	COc1cccc(NC(=O)N2CCCC(C(=O)Nc3ccccc3OC)C2)c1 (stereo not drawn)	-12%	2%	-4%

Source: PubChem
